human PMI inhibition: MPI enzyme activity inhibition – biochemical, fluorescence intensity, coupled assay, primary screen (AID 1209); inhibition, % at 20 µM; hits with a dose series show IC50 in µM; purified PMI enzyme, coupled fluorescence intensity; higher % means a stronger effect; 190,000 compounds, 0.42% hits;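 also: plate controls were DMSO vehicle for no effect and wells lacking substrate for full effect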
UTI89 phage lysis: protection from phage-mediated lysis, alamar blue read-out – E. coli UTI89, K1F phage, bacterial capsule biogenesis inhibitors (AID 488966) | E. coli UTI89 K1F phage lysis, alamar blue, 2 h; higher % means a stronger effect | inhibition, % at 100 µM; hits with a dose series show IC50 in µM | 340,000 compounds, 0.02% hits;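 active = phage lysis inhibition, versus mean bacterial control, above a set limit; inconclusive = no clear call, values can overlap the other calls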;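 also: capsule biogenesis inhibitors block K1F phage lysis so surviving cells raise fluorescence; higher fluorescence means more inhibition of phage lysis; actives were called in the ten point dose series up to 300 µM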
TNAP activators: human TNAP enzyme activators, primary screen, biochemical, luminescent, no phosphate acceptor, uHTS (AID 1001). activation fold at 20 µM, or EC50 in µM where a hit was titrated. 200,000 compounds, 0.03% hits. purified TNAP, luminescent activation assay, no phosphate acceptor; higher activation fold means a stronger effect; in the data active = activation fold from about 3, or a potency from the dose series; inactive = the rest, 99 in 100 with activation fold below about 1.6; also: many of its hits are not listed in these tables
West Nile antiviral: inhibition of WNV-induced cytopathic effect – cell-based, CPE readout (AID 1621) | 290,000 compounds, 0.02% hits | West Nile virus-infected cells, CPE inhibition; higher % means a stronger effect | one-dose CPE inhibition, % at 10 µM; IC50 in µM for titrated hits; in the data active = a potency from the dose series; inconclusive = CPE inhibition mostly from about 3.7% at the one dose, without a potency; inactive = the rest, 99 in 100 with CPE inhibition below about 2.2%; also: strong numbers were not always called active
P. falciparum M17LAP: P. falciparum M17LAP inhibitors, primary screen, biochemical, fluorogenic H-Leu-NHMec substrate, 1536-well (AID 1619); 220,000 compounds, 0.38% hits; inhibition, % at 30 µM, or IC50 in µM where a hit was titrated; recombinant M17LAP, H-Leu-NHMec fluorogenic kinetic assay; higher % means a stronger effect;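 active = compound inhibiting the enzyme by more than half at any dose during confirmatory dose-response retesting; inconclusive = strong single-dose inhibitors picked by rank but not retested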;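 also: plate controls were full reaction with DMSO carrier for no effect and no enzyme background for full effect; strong numbers were not always called active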
human PMI inhibitors: MPI inhibition at elevated mannose 6-phosphate – biochemical, fluorescence intensity, high mannose 6-phosphate, primary screen (AID 1220); recombinant PMI enzyme, coupled fluorescence intensity; higher % means a stronger effect; 190,000 compounds, 0.66% hits; one-dose inhibition, % at 20 µM; IC50 in µM for titrated hits
T cell HTS: T cell immune modulation candidate; 330,000 compounds, 0.068% hits; 2C CD8+ T cell-vesicle binding, flow cytometry; active compounds read low; calls only at 7 µM; AID 2052;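 active = response, share of CD8 T cells binding vesicles, and their 90th percentile fluorescence all below set limits, cut at about 80% in these data, passing the limit was not always enough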
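Read-out – percent CD8+ FL2 mean versus row control · System – murine 2C transgenic CD8+ T lymphocytes · Times – 1.5 h cell–vesicle binding at 37 °C, then 20 min icy labelling · Control set – naked vesicles low, QL9 vesicles with vehicle high · Detection – cytometric PE anti-B7-1 and Alexa647 anti-CD8 signals after 1% paraformaldehyde fixation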
RSV CPE inhibition: RSV antiviral activity via CPE protection, HEp-2 cells, primary 10 µM value included (AID 2391). 310,000 compounds, 0.13% hits. one-dose CPE inhibition, % at 10 µM; IC50 in µM for titrated hits. HEp-2 cells, RSV-induced CPE inhibition; higher % means a stronger effect; in the data active = a potency from the dose series; inconclusive = CPE inhibition mostly from about 23% at the one dose, without a potency; inactive = the rest, 99 in 100 with CPE inhibition below about 21%; also: strong numbers were not always called active
M1AAP inhibition: malaria alanyl aminopeptidase activity blockers – biochemical, fluorogenic H-Leu-NHMec substrate, 1536-well (AID 1445). recombinant M1AAP, H-Leu-NHMec fluorogenic kinetic assay; higher % means a stronger effect. inhibition, % at 30 µM; hits with a dose series show IC50 in µM. 220,000 compounds, 0.42% hits;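 active = primary inhibition above the hit cutoff, then over 50% inhibition at one or more dose response concentrations, cut at about 23% in these data, passing the limit was not always enough; inconclusive = conflicting primary data, or primary hits not chosen for dose response; inactive = low primary inhibition, or under 50% at every dose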;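 also: plate controls were DMSO full reaction for no effect and no enzyme background for full effect; strong numbers were not always called active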
T cell HTS vesicle-bound %: recorded beside T cell HTS, whose call it bears; double positive events, %; measured here: CD8+ vesicle-bound cell fraction;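 binding gate set so that unloaded-vesicle control wells show 10% double positive cells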
Active calls of the source: *; i = inactive; u = inconclusive; x = no result given; [ ] = dose if it differs, or a comment. Rule as the data show it, unless noted: active = inhibition above about 50%; inactive = the rest.

SMILES	human PMI inhibition	UTI89 phage lysis	TNAP activators	West Nile antiviral	P. falciparum M17LAP	human PMI inhibitors	T cell HTS	T cell HTS vesicle-bound %	RSV CPE inhibition	M1AAP inhibition
CCCCCOC(=O)c1ccc(OC(=O)c2cncc(Br)c2)cc1	13%	4.2%	1.1	0.4%	13%	3%	i	68	0.2%	-1%
N#CCC(=O)Nc1ccc(C(=O)OCC(=O)NCCCc2ccccc2)cc1	x	0.3%	x	-0.1%	x	x	i	42	1.0%	x
Cc1cccc(C)c1NC(=O)C(c1ccc([N+](=O)[O-])cc1)N1CCCCC1 (stereo not drawn)	-5%	0.1%	1.1	-0.2%	-2%	-9%	i	5	0.7%	18%
CC1=C(C(=O)OCC2CCCO2)C(c2ccc(O)cc2)NC(=O)N1 (stereo not drawn)	0%	1.9%	1.1	x	2%	-1%	i	47	1.3%	8%
CCOC(=O)N1CCN(S(=O)(=O)N2CCCC(C(=O)NCCc3ccc(Cl)cc3)C2)CC1 (stereo not drawn)	x	0.3%	x	-0.7%	x	x	i	28	1.9%	x
C=CCOC(=O)C1=C(C)Nc2ncnn2C1c1cc(Br)ccc1F (stereo not drawn)	13%	0.1%	1	0.9%	-2%	1%	i	33	2.1%	5%
O=C(CSc1ccc2nnc(-c3ccccn3)n2n1)Nc1ccccc1C(F)(F)F	x	1.9%[50 µM]	x	-0.1%	x	x	i	45	3.8%	x
COc1ccc(C2=NS(=O)(=O)N(C)C(C(=O)NCc3ccccn3)=C2)cc1	x	2.1%	x	0.6%	x	x	i	33	1.5%	x
COc1ccc2nc(NC(=S)N(C)C)sc2c1	8.3µM*	2.3%	1.1	-0.1%	1%	17%	i	35	0.3%	-11%
CC(=O)OC1c2ccccc2C(=O)N1c1ccccc1C (stereo not drawn)	8%	-0.3%	1	0.1%	4%	8%	i	22	1.1%	5%
COCCNC(=O)CCc1nnc(Cc2ccc(-c3ccccc3)cc2)o1	14%	-0.1%	1.1	0.0%	5%	15%	i	31	2.7%	3%
CCOC(=O)Cc1csc(NC(=O)CSc2ncnc3c2cnn3-c2ccccc2Cl)n1	8%	1.1%	1.1	0.1%	-21%	18%	x	x	x	2%
O=C(c1cc(-c2ccc(Cl)c(Cl)c2)on1)N1CCCCCC1	x	1.3%	x	-0.4%	x	x	i	16	2.8%	x
Nc1ccc(OCc2ccccc2)cc1	6%	-2.5%	1.1	-0.4%	1%	23%	i	40	1.1%	2%
CCOC(=O)c1c(C)[nH]c(C(=O)COC(=O)CCC(=O)c2ccc3c(c2)OCCO3)c1C	14%	0.6%	1	-0.3%	24%	8%	i	5	2.9%	2%
CCOC(=O)C1CCCCN1C(=O)c1ccc2nc(Cc3ccc(OC)cc3)oc2c1 (stereo not drawn)	x	0.9%	x	-1.8%	x	x	i	54	4.5%	x
Cn1c(C2=C(O)CN(c3ccccc3)C2=N)nc2ccccc21	-6%	1.5%	1.1	-0.3%	-4%	-4%	i	34	2.1%	8%
CCc1nnc(NC(=O)CCC(=O)N2CCN(C3c4ccccc4-c4ccccc43)CC2)s1	8%	4.1%	1	-0.1%	-5%	13%	i	45	3.4%	-3%
COc1ccc(C)cc1S(=O)(=O)NC(C)C(=O)NC1CC1 (stereo not drawn)	x	0.1%	x	-0.2%	x	x	i	61	0.1%	x
O=C(NCCCN1CCOCC1)c1ccc(Br)s1	1%	9.2%	1.1	0.1%	6%	1%	i	57	0.5%	12%
COc1ccc(/C(C)=N/NC(=O)c2ccc(CSc3cccc4cccnc34)cc2)cc1OC	13%	-1.9%	1	0.6%	2%	10%	i	17	4.3%	12%
CCn1cc(Cl)c(C(=O)Nc2ccc3c(c2)OCCO3)n1	0%	1.7%	1.1	0.6%	2%	8%	i	54	-0.3%	6%
Cc1cc(N)ccc1NC(=O)CN1CCOCC1	x	3.5%	x	0.0%	x	x	i	x	-0.2%	x
C=CCNc1nc(C2(C)CC3(CC(C)(C)OC3=O)C(=O)O2)cs1 (stereo not drawn)	2%	0.7%	1.1	-0.6%	5%	9%	i	19	-0.1%	4%
CCOC(=O)C1CCN(CCC(=O)Nc2cccc(Cl)c2)CC1	1%	2.2%	1.1	-0.5%	-2%	3%	i	25	0.8%	-3%

Limited to TNAP activators, M1AAP inhibition and T cell HTS vesicle-bound % (three entries from above):
Structure,TNAP activators,M1AAP inhibition,T cell HTS vesicle-bound %
COc1ccc2nc(NC(=S)N(C)C)sc2c1,1.1,-11%,35
CC(=O)OC1c2ccccc2C(=O)N1c1ccccc1C (stereo not drawn),1,5%,22
COCCNC(=O)CCc1nnc(Cc2ccc(-c3ccccc3)cc2)o1,1.1,3%,31

The list goes on.
SMILES	human PMI inhibition	UTI89 phage lysis	TNAP activators	West Nile antiviral	P. falciparum M17LAP	human PMI inhibitors	T cell HTS	T cell HTS vesicle-bound %	RSV CPE inhibition	M1AAP inhibition
Cc1cc(NC(=O)COC(=O)c2oc3c(Cl)cccc3c2C)no1	3%	-0.2%	1.1	1.1%	3%	6%	i	26	2.6%	-1%
CN(CCCNC(=O)c1ccc(/C=N/O)nc1)CCCN(C)Cc1ccccc1	7%	0.3%	1	0.4%	-5%	2%	i	25	-1.5%	4%
CCOc1ccc(S(=O)(=O)N2CCC(C(=O)NCC3CCCO3)CC2)cc1Cl (stereo not drawn)	x	-1.3%	x	-0.1%	x	x	i	56	1.2%	x
Cc1ccc(C(=O)NCCNC(=O)CN2CCOCC2)cc1	-5%	0.8%	1.1	x	14%	-2%	i	26	-0.1%	-1%
Cc1c(Cl)cccc1NC(=S)N=Nc1c(O)n(CN2CCOCC2)c2ccccc12	-2%	0.0%	1.1	-1.9%	-4%	-5%	i	30	16%	15%
Cc1ccc(S(=O)(=O)c2nc(S(C)(=O)=O)sc2NCC2CCCO2)cc1 (stereo not drawn)	3%	-0.2%	1	-0.2%	12%	2%	i	22	0.7%	12%
COC(=O)C1=C(NC(=O)c2ccc(Br)cc2)CCS1	-12%	-1.0%	0.9	-0.2%	-4%	-11%	i	45	-1.8%	3%
CCc1cccc(C)c1NC(=O)Nc1ccc2c(c1)OCO2	2%	0.3%	1.1	-0.1%	28%	4%	i	58	1.9%	-4%
COCc1cc(C)nc2sc(C(=O)NCCO)c(-n3cccc3)c12	-15%	0.1%	1.1	-0.1%	-4%	-8%	i	59	1.6%	4%
COc1cccc(/C=N/NC(=O)c2cnccn2)c1	3%	2.2%	1	-0.3%	17%	-1%	i	36	0.8%	-2%
O=C(Nc1ccc(F)cc1)N1CCCCCC1	x	0.0%	x	-0.5%	x	x	i	7	1.0%	x
O=C(CN(CCc1ccccc1)C(=O)CNS(=O)(=O)c1ccc(F)cc1)NCC1CCCO1 (stereo not drawn)	7%	0.5%	1.1	-0.1%	3%	-2%	i	35	2.1%	4%
CNC(=O)c1sccc1-n1cccc1	-5%	3.6%	1.1	0.2%	-3%	-4%	i	33	0.7%	1%
COc1cccc(-c2nn(C)c3sc(C(=O)NCc4ccc5c(c4)OCO5)cc23)c1	4%	-0.7%	1.4	-0.2%	-19%	7%	i	37	0.2%	2%
CN1CCN(/N=C/c2ccc(C#N)cc2)CC1	-1%	2.7%	1.1	-0.1%	2%	1%	i	36	0.1%	0%
Oc1ccc(Cc2ccc(Cl)cc2)c(O)c1	x	0.1%	x	-0.3%	-2%	x	i	53	2.2%	-3%
CCCCN(CCCC)C(=O)/C=C/c1cccc([N+](=O)[O-])c1	12%	-0.2%	1.1	0.2%	7%	8%	i	37	4.8%	1%
O=C(COc1ccc(C(=S)N2CCCC2)cc1)Nc1ccccc1C(F)(F)F	x	-0.1%	x	-1.8%	x	x	i	34	3.2%	x
O=C(COC(=O)C1CC2C=CC1C2)Nc1cccc(S(=O)(=O)N2CCOCC2)c1 (stereo not drawn)	x	-0.1%	x	0.2%	13%	x	i	37	2.1%	9%
COc1ccc(-n2c(=O)[nH]c3c(C(N)=O)nc(C4CCCCC4)nc32)cc1	9%	0.1%	1.8	-1.4%	9%	10%	i	61	2.2%	6%
Cn1ncc2c(Nc3ccc(O)cc3)nc(Cl)nc21	x	-0.1%	x	-0.1%	0%	x	i	17	1.3%	2%
O=S1(=O)C=C(Sc2nc3cc(Cl)ccc3o2)c2ccccc21	1%	-0.2%	1	-1.8%	-8%	0%	i	6	-2.3%	1%
CN(C)S(=O)(=O)c1ccc(N2CCCC2)c(C(=O)NC(c2ccccc2)c2ccccc2)c1	-1%	-0.1%	1.1	0.1%	1%	-5%	i	48	-0.7%	6%
O=C(CSc1ccccc1)N1CCCC(N2CCN(c3cccc(Cl)c3)CC2)C1 (stereo not drawn)	x	-0.1%[50 µM]	x	-0.7%	x	x	i	47	u	x
O=C(c1ccc(Cl)c(Cl)c1)N1CCC(=O)N(C(CO)Cc2ccccc2)CC1 (stereo not drawn)	x	1.0%	x	-0.9%	x	x	i	31	0.0%	x
SMILES	human PMI inhibition	UTI89 phage lysis	TNAP activators	West Nile antiviral	P. falciparum M17LAP	human PMI inhibitors	T cell HTS	T cell HTS vesicle-bound %	RSV CPE inhibition	M1AAP inhibition
COc1cnc(-c2ccccn2)nc1Sc1c(Cl)cccc1Cl	5%	0.6%	1	u	-7%	5%	i	23	-2.6%	2%
COc1cc(/C=C(\NC(C)=O)C(=O)Nc2cccc(O)c2)ccc1OC(C)=O	13%	0.9%[50 µM]	1.1	0.3%	9%	21%	i	6	0.1%	5%
C=CCn1c(C(CCCC)CC(O)COCC(C)C)n[nH]c1=S (stereo not drawn)	12%	-0.1%	0.9	-1.1%	22%	8%	i	60	0.8%	-2%
COc1ccc(CNC(=O)CN(c2ccc(C(C)C)cc2)S(=O)(=O)c2c(C)noc2C)cc1	x	0.0%	x	0.2%	x	x	i	16	-1.0%	x
CCCn1nnnc1NCc1ccccc1C	x	0.0%	x	-0.4%	x	x	i	25	0.6%	x
CCCCCCC(=O)NNC(=O)c1c(O)c2ccccc2n(CC)c1=O	-4%	-1.6%	1.9	-0.7%	11%	-18%	i	52	-0.7%	2%
CCOC(=O)COn1c2c(c3c4no[n+]([O-])c4ccc31)CCCC2	10%	0.7%	1.1	0.0%	-11%	5%	i	23	7.5%	5%
Cc1nc[nH]c(=O)c1Br	-18%	1.9%[50 µM]	1	0.1%	-6%	-14%	i	2	1.4%	3%
Cc1cc(C)c2c(n1)nn1c(C3CC3)cc(C(F)(F)F)nc21	x	0.1%	x	-0.1%	x	x	i	45	1.6%	x

Screens as filed in PubChem BioAssay.
